ERK AVP inh – inhibitors of vasopressin-stimulated ERK signaling pathway; AID 995; HEK293-V1b, vasopressin-stimulated pERK AlphaScreen; actives 0.99% (n = 72,000); Potency, µM (top dose mostly 57.5 µM), for inactives: at the highest dose activity, negative = inhibition, usual class: inhibitors; further: potency means the concentration at half of the fitted maximal effect; on the % scale 0 is the no-effect control and ±100 the full control effect; nearly all actives have a fitted effect of over 55% in size
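qHTS, compounds titrated on V1b-expressing HEK293 cells. Preincubation 30 min at 37C, vasopressin 25 nM for 5 min, lysis 10 min, bead incubation 5 hr at room temperature.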
A350 fluor – A350 region autofluorescence. Compound autofluorescence, 340/450 nm, Alexa 350 dye-equivalents; active compounds read high. max dye-equivalent concentration, M. actives 11% (n = 59,000). AID 590; in the data active means max dye-equivalent concentration above about 10 nM; inconclusive means mostly about 1.1 nM to 9.6 nM
HEK293 cAMP cs – parental HEK293 cAMP activation (counter-screen); parental HEK293 CNG cAMP sensor, membrane potential fluorescence; Potency, µM (titrated, usually from 57.1 µM), for inactives: top-dose activation, most hits filed as activators; actives 2.5% (n = 73,000); further: potency means the concentration at half of the fitted maximal effect; % of control where 0% means no effect; nearly all actives have a fitted effect of over 55% in size
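Parental HEK 293 cells stably expressing a modified CNG channel (no TSHR) report cAMP rise as membrane depolarization. Membrane potential dye with 100 uM RO 20-1724 was loaded for 60 min at room temperature, then compound added for 30 min; fluorescence read at 590 nm.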
Caspase-7 inhib – caspase-7 (human) inhibition, allosteric or competitive; recombinant caspase-7, Ac-DEVD-AFC fluorescence rate; Potency, µM (titrated, usually from 57.5 µM), for the others: at the top dose activity change, negative = inhibition, hits mostly inhibitors; actives 0.02% (n = 75,000); active means well fitted inhibition curve with a large enough effect in the main read-out, with a control signal flat, not every such curve was filed as active; inconclusive means small, poorly fitted or top-dose-only effect, or a change in a side signal; further: potency means the concentration at half of the fitted maximal effect; % of control where 0% means no effect
Target sequence (P55210 24-198 limits assumed): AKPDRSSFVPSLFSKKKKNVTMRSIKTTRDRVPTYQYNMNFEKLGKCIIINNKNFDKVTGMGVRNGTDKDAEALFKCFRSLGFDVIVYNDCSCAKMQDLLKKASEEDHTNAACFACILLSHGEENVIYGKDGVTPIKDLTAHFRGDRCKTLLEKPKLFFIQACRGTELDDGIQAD
Target sequence (P55210 207-303 limits assumed): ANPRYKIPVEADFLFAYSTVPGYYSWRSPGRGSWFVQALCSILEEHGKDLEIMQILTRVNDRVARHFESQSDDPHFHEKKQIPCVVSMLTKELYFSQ
FLuc inh – firefly luciferase inhibition; purified firefly luciferase, luminescence, 8 min; Potency, µM (top dose mostly 57.1 µM), for the others: top-dose activity change, negative = inhibition, most hits filed as inhibitors; actives 2.2% (n = 72,000); AID 411; further: potency means the concentration at half of the fitted maximal effect; on the % scale 0 is the no-effect control and ±100 the full control effect; nearly all actives have a fitted effect of over 40% in size
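Compounds were tested as concentration series (qHTS) against purified P. pyralis luciferase with luciferin and 10 uM ATP in 50 mM imidazole pH 7.2, 50 mM KCl, 7 mM MgCl2, 0.01% Tween 20, 0.05% BSA. Luminescence was read after 8 min at ambient temperature.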
CRE-bla Fsk – CRE-bla signaling modulation under forskolin stimulation | CHO CRE-bla reporter (cAMP response element driving beta-lactamase), forskolin EC10, beta-lactamase ratio | Potency, µM (highest dose often 38.2 µM), for the others: at the highest dose activity change, negative = inhibition, hits mostly activators | actives 2.5% (n = 71,000); active means well fitted activation curve with a large enough effect in the signal ratio, with a control signal flat, not every such curve was filed as active; inconclusive means small, poorly fitted or top-dose-only effect, or effect the other way, or a change in a side signal; the % refers to the signal ratio; further: potency means the concentration at half of the fitted maximal effect; % of control where 0% means no effect
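Modulation of forskolin-driven signalling is measured in CHO cells carrying a CRE-controlled beta-lactamase reporter. Cells are stimulated with EC10 NKH 477 in the presence of titrated compound for 3 h at 37 °C, then loaded with CCF4 for 2 h at room temperature.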
Caspase-1 inhib – caspase-1 (human) inhibition, allosteric or competitive; Caspase-1 enzyme, Ac-WEHD-AFC fluorogenic rate; Potency, µM (top dose mostly 57.5 µM), for the others: at the highest dose activity change, negative = inhibition, most hits filed as inhibitors; actives 0.03% (n = 75,000); AID 900;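 further: potency means the concentration at half of the fitted maximal effect; plate controls were vehicle for no effect and no substrate for full effect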
BRCT PPI green – BRCA1 BRCT-phosphoprotein interaction inhibition; P38398; actives 0.05% (n = 75,000); BRCA1 BRCT-phosphopeptide binding, green fluorescence polarization; AID 875; Potency, µM (titrated, usually from 76.9 µM), inactives show at the top dose activity change, negative = inhibition, actives largely listed as inhibitors;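 further: potency means the concentration at half of the fitted maximal effect; plate controls were peptide without protein for full effect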
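Fluorescence polarization: His-tagged BRCT (~35 kDa BRCA1 C-terminus, 250 nM) bound to 100 nM fluorescein-labeled phosphorylated 10-aa BACH1 peptide, pH 7.3 phosphate buffer with DTT and Tween 20. Compounds incubated 12 min at room temperature; inhibition read as lowered polarization.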
Tau fil binding – binders of human tau filaments; P10636; recombinant tau filaments, thioflavin S fluorescence, 15 h; filaments grown with octadecylsulfate alongside compound; Potency, µM (titrated, usually from 57.1 µM), without a hit: at the top dose activity change, negative = inhibition; actives 2% (n = 71,000); AID 596;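 further: potency means the concentration at half of the fitted maximal effect; on the % scale 0 is the no-effect control and ±100 the full control effect; actives lower thioflavin S fluorescence by blocking filaments or displacing dye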
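His-tagged recombinant human tau (exons 2, 3 and 10 included), 1 uM, was induced to fibrillize by 30 uM sodium octadecylsulfate with compound present. After 15 h at 37 C, thioflavine S fluorescence (ex 450, em 510 nm) was read.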
USP2a inhib – blocks human ubiquitin-specific protease USP2a. USP2a enzymatic assay, qHTS inhibition. AID 927. Potency, µM (highest dose often 38.3 µM), for inactives: top-dose activity change, negative = inhibition, hits mostly inhibitors. O75604. actives 0.1% (n = 60,000);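 further: potency means the concentration at half of the fitted maximal effect; nearly all actives have a fitted effect of over 60% in size; plate controls were DMSO for no effect and NEM full inhibition control for full effect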
Target sequence (O75604 whole entry, looked up): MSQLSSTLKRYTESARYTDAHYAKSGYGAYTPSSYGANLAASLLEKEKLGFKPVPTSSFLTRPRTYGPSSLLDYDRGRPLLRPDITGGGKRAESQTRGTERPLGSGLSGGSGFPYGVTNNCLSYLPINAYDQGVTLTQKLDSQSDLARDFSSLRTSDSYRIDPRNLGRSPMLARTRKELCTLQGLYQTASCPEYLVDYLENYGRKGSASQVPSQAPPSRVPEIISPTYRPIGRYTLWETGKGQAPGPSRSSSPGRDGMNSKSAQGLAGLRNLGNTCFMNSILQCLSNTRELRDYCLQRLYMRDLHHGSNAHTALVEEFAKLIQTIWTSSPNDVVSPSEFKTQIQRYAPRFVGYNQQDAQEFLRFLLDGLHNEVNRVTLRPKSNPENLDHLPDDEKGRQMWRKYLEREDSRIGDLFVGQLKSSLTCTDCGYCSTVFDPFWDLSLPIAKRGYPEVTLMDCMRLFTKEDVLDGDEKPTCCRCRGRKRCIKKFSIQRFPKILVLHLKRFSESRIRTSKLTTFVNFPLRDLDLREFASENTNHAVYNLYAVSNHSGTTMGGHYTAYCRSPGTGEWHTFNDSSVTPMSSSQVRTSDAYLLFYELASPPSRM
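Inhibition is measured in a cell-free coupled assay with 20 nM USP2 core, 20 nM Ub-PLA2 and 20 uM NBD C6-HPC, 2.5 h incubation. Activity normalized to NEM control.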
BRCT inh red – BRCT-phosphoprotein interaction inhibition (red fluorophore); Potency, µM (titrated, usually from 76.9 µM), inactives show at the highest dose activity change, negative = inhibition, hits mostly inhibitors; actives 0.03% (n = 75,000); BRCT-phosphopeptide binding, red fluorescence polarization; P38398; AID 892; further: on the % scale 0 is the no-effect control and ±100 the full control effect
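Rhodamine-labelled pBACH1 10-mer (100 nM) bound to BRCT domain (100 nM) at pH 7.3; compounds incubated 12 min room temperature, polarization read. Free peptide defines full inhibition; unlabelled decapeptide titrated as control.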
Numbers without * were called inactive; i = inactive; ? = inconclusive; nt = not tested or not shown; [ ] = remark or other dose. Unless noted, the call rests on the fitted dose curve; in most records, active means well fitted curve in the direction sought with a large enough effect; inconclusive means small, poorly fitted or top-dose-only effect, or another doubt; inactive means no such curve, though single readings can be large; an effect the other way counts as inactive or inconclusive.

Order of values: ERK AVP inh	A350 fluor	HEK293 cAMP cs	Caspase-7 inhib	FLuc inh	CRE-bla Fsk	Caspase-1 inhib	BRCT PPI green	Tau fil binding	USP2a inhib	BRCT inh red
CC(C)CCn1c(CN2CCN(Cc3ccccc3)CC2)nc2c1c(=O)[nH]c(=O)n2C
  -18%	?	11%	-1%	-1%	5%	-4%	-0.8%	2%	30%	-0.2%
CC1(C(=O)NCc2ccccn2)C=CCN1C(=O)c1ccccc1 (stereo unspecified)
  0%	nt	22%	0%	nt	-10%	-1%	-1.2%	-14%	nt	1.5%
CCC1(N(C(C)=O)c2ccc(OC)cc2)C(=O)c2ccccc2C1=O
  8%	nt	0%	-2%	0%	2%	-2%	1.3%	-17%	4%	1.4%
c1ncc(-c2ccc3c(c2)OCO3)c(NCCc2cnc[nH]2)n1
  3%	i	8%	-1%	1%[2.29 µM]	?	-1%	-1.3%	4%	-11%	1.3%
Cc1cc(C)nc(/N=C2/NC(=O)CS2)n1
  -1%	i	0%	1%	3%	4%	-1%	-1.7%	-4%	nt	-1.3%
Cc1cc(C(=O)Nc2nc3c(s2)CCCC3)cs1
  nt	nt	20%	-1%	nt	nt	-5%	-1.9%	nt	nt	0.8%
Cn1c(SCC(=O)NCCN2C(=O)CSC2=O)nc2ccccc2c1=O
  -29%	i	-1%	0%	-8%	-6%	1%	2.7%	5%	-5%	-1.5%
Cc1nc2ccccn2c1/C(O)=C1\C(=O)C(=O)N(CCCN(C)C)C1c1ccc(Cl)cc1 (stereo unspecified)
  -4%	nt	11%	-2%	0%	1%	1%	-1.1%	25%	nt	0.6%
O=C(C(Cc1ccccc1)N1C(=O)C2C3C=CC(C3)C2C1=O)N1CCCCC1 (stereo unspecified)
  -10%	nt	?	-2%	2%	2%	-1%	-2.6%	-1%	13%	-1.1%
CCOC(=O)c1nc(-c2ccccc2)oc1N(C)C
  10%	1.1e-07M*	-2%	-1%	0%	?	2%	-2.8%	4%	3%	0.9%
CCOC(=O)C1CCCCN1C(=O)CCc1c(C)nc2cc(-c3ccccc3)nn2c1C (stereo unspecified)
  4%	nt	9%	-3%	-10%	-3%	-1%	-1.3%	50%	nt	-1.9%
Cc1cc(OCCOCCN2CCCC2)ccc1C(C)C
  -6%	nt	13%	0%	0%	2%	-1%	0.3%	-27%	0%	1.5%
Cc1cc(C)nc(SCc2cccc(C(=O)O)c2)n1
  29%	i	13%	-1%	1%	1%	-1%	-0.3%	-11%	-2%	-1.8%
O=C(Nc1ccc(Cl)c(Cl)c1)N1CC=CCC1
  -5%	nt	?	-1%	-27%	-14%	-2%	0.3%	-6%	4%	-0.9%
Cc1cc(C)cc(NC(=O)C2CCCN(c3nccc(C)n3)C2)c1 (stereo unspecified)
  -26%	i	?	-3%	2%	0%	0%	2.0%	201%	23%	0.6%
COC(=O)c1c(OC)cc2c(c1C)Oc1c(Cl)c(O)c(Cl)c(C)c1C(=O)O2
  ?	nt	nt	-9%	nt	nt	-2%	-1.0%[3.08 µM]	nt	11%	-2.9%
N#CC1=C(N)Oc2c(oc(CO)cc2=O)C12C(=O)Nc1ccc(Cl)cc12 (stereo unspecified)
  17%	i	6%	1%	2%	-7%	0%	-1.7%	3%	-3%	-4.5%
COc1ccc(NC(=O)CSc2[nH]c(=O)cc(C)c2C#N)cc1OC
  -6%	i	6%	-2%	0%	?	0%	-4.0%	8%	0%	-0.4%
CCOC(=O)/C(C#N)=C1/C=CN(c2ccccc2)C=N1
  -1%	nt	16%	-8%	-11%	4%	-20%	-1.7%	19%	1%	-0.5%
CCc1n[nH]c2c1/C(=N\O)CC(C)(C)C2
  -4%	nt	?	0%	0%	-4%	-2%	-2.8%	21%	1%	-0.5%
C[C@H](NC(=O)Nc1ccccc1F)C(=O)O
  -3%	?	-2%	2%	3%	?	0%	1.1%	4%	1%	-0.8%
Cc1cc(C(=O)CN2C(=O)NC(c3ccccc3)(c3ccccc3)C2=O)c(C)n1Cc1ccco1
  11%	i	-7%	-2%	-2%	?	-8%	2.0%	25%	28%	0.4%
COc1ccc(C)cc1S(=O)(=O)N1CCN(S(=O)(=O)c2cc(C)ccc2OC)C(C)C1 (stereo unspecified)
  -19%	nt	?	-1%	2%	-8%	-4%	-2.0%	19%	36%[activator]	-0.1%
S=C1SCN(CCN2CCOCC2)CN1Cc1ccccc1
  -16%	?	11%	0%	4%	-5%	-3%	-0.1%	-13%	-2%	0.5%
Cc1nc(SCC#N)c2c3c(sc2n1)CCC3
  -10%	i	?	0%	5%	?	-2%	-0.9%	-13%	-3%	0.3%
O=c1[nH]c(CSc2nnc(NCCCN3CCOCC3)s2)nc2cc(Cl)ccc12
  -9%	i	2%	-1%	-4%	?	-3%	-1.4%	21%	7%	-0.3%
CC(C)(C)CC(=O)Nc1nnc(-c2cccs2)s1
  -3%	?	-1%	2%	-2%	5%	2%	-2.3%	-13%	1%	1.2%
CCOC(=O)C1CCN(C(=O)c2n[nH]c(=O)c3ccccc23)CC1
  9%	i	-7%	1%	2%	1%	0%	-0.8%	3%	-4%	0.5%
CCCc1cc(=O)oc2cc(C)cc(OC(=O)c3ccco3)c12
  -16%	nt	28%[11.4 µM]	-1%	2%	?	-2%	0.0%	-5%[11.4 µM]	-3%[7.66 µM]	1.0%
O=C(CSc1nc2ccccc2c(=O)n1CCC(=O)N1CCCCC1)NCc1ccccc1
  1%	?	14%	-1%	2%	?	0%	1.1%	-9%	23%	-0.3%
C=C(N(C)C)[C@]1(C)C[C@H]1[C@H](NC(=O)CNC(=O)OCc1ccccc1)c1ccccc1
  4%	nt	16µM*	-2%	nt	-9%	-1%	-2.6%	0%	nt	-1.8%
Cc1ccc(C)c(OCCCC(=O)Nc2ccc(N3CCOCC3)cc2)c1
  -8%	i	14%	0%	-1%	-16%	1%	-1.5%	8%	4%	0.8%
COc1ccccc1-c1nc(-c2ccc(C)nc2OC)no1
  2%	i	7%	-1%	?	?	1%	3.2%	11%	5%	-0.7%
Cc1ccc(N(CC(=O)NCc2ccc3c(c2)OCO3)S(=O)(=O)c2c(C)noc2C)cc1
  0%	nt	?	-3%	1%	-1%	-4%	0.7%	198%	nt	0.4%
CCOc1cc2oc(=O)c3c(c2cc1Cl)CCC3
  5%	2e-08M*	10%[2.29 µM]	0%	3%	?	0%	-1.8%	6%	-3%	-1.1%
Cc1cc(NC(=O)C2CCN(S(=O)(=O)Cc3ccccc3)CC2)ccc1-n1cnnn1
  -12%	i	0%	2%	-1%	-8%	0%	1.6%	6%	nt	-1.1%
COc1cc(OC)c(NC(=O)c2c(-c3ccccc3)noc2C)cc1Cl
  -14%	i	11%	-3%	1%	?	0%	0.6%	27%	-3%	-1.1%
CN(C)c1ncnc2ccc(-c3ccccc3C#N)cc12
  -11%	i	-13%	-1%	2%[2.29 µM]	2µM*	3%	-2.1%	-14%	-1%	0.0%
O=S(=O)(NCCc1csc(-c2cccnc2)n1)c1ccc2c(c1)OCCO2
  nt	nt	?	-24%	-24%	-10%	-9%	0.6%	366%	nt	0.2%
CC(C)N(C(=O)COC(=O)c1ccccc1C(=O)N1CCN(c2ccc(F)cc2)CC1)C(C)C
  -16%	i	8%	0%	1%	?	0%	0.3%	19%	9%	-0.4%
Cc1ccc(-c2c3c(=O)n(C)c(=O)n(C)c3c3nnc4ccccc4n23)cc1
  -1%	i	-2%	-1%	0%	-2%	-1%	-0.9%	-11%	-3%	-0.9%
O=c1ccc2ccc(O)cc2o1
  -11%	nt	nt	?	nt	nt	nt	-2.6%	nt	-11%	-1.2%
CN=C(N)/N=C(\N)Nc1cc2ccccc2c2ccccc12
  3%[11.5 µM]	i	8%[11.4 µM]	-1%[11.5 µM]	1%[11.4 µM]	4%[7.6 µM]	-1%[11.5 µM]	-0.7%[15.4 µM]	-2%[11.4 µM]	nt	-0.1%[15.4 µM]
COc1ccc(S(=O)(=O)NC(C)C(=O)Nc2cccc(C(C)=O)c2)cc1 (stereo unspecified)
  -2%	i	-1%	-3%	-1%	-1%	1%	0.5%	10%	1%	-1.2%
CCOc1cc(C)nc(N2CCC(C(=O)Nc3ccccc3OCC)CC2)n1
  -11%	i	?	1%	1%	2%	-2%	-1.0%	-13%	nt	1.8%
